3T3 cytotox: NIH 3T3 cell cytotoxicity. NIH 3T3 viability, CellTiter-Glo ATP luminescence, 48-72 h. Potency, µM (doses to about 96.7 µM), for the others: at the highest dose activity change, negative = cytotoxicity, hits mostly inhibitors. hit rate 4.3% among 94,000. AID 1345082; note: potency is the fitted concentration of half-maximal effect; nearly all actives have a fitted effect of over 55% in size
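Cytotoxicity was measured by CellTiter-Glo ATP luminescence after 48 or 72 h compound exposure at 37 °C. Mouse NIH 3T3 fibroblasts were seeded at 400 cells/well and dosed by 23 nL pin transfer.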
FLuc inh: Photinus pyralis luciferase inhibition; purified P. pyralis luciferase, luminescence, biochemical; P08659; Potency, µM (highest dose often 115 µM), for the others: at the highest dose activity change, negative = inhibition, actives largely listed as inhibitors; hit rate 2.5% among 76,000; AID 1347043; note: potency is the fitted concentration of half-maximal effect; nearly all actives have a fitted effect of over 65% in size
Target sequence (P08659 whole entry, looked up): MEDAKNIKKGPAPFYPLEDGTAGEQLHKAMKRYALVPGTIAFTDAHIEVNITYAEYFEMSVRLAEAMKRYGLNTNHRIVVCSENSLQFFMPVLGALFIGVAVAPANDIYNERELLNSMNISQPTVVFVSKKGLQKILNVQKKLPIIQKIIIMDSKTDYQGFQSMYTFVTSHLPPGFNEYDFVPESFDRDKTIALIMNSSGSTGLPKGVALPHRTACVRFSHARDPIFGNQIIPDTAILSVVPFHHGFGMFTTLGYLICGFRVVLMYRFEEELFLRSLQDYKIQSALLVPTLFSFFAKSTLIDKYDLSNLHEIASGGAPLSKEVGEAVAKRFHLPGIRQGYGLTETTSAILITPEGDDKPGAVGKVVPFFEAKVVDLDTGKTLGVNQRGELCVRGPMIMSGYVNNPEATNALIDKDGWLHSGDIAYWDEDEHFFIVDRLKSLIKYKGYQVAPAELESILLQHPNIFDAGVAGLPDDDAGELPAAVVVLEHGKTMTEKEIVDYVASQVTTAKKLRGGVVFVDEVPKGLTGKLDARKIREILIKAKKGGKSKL
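Biochemical qHTS: compound (6-point titration) added to 10uM D-luciferin plus 10uM ATP in Tris acetate pH 7.5 buffer with Mg, Tween-20 and BSA, then purified enzyme at 10nM; light output imaged.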
HEK cytotox: HEK 293 cell cytotoxicity; HEK 293 viability, ATP luminescence (CellTiter-Glo), 48-72 h; Potency, µM (series often up to 115 µM), inactives show at the top dose activity change, negative = cytotoxicity, most hits filed as inhibitors; hit rate 6.6% among 94,000; AID 1345083; note: potency is the fitted concentration of half-maximal effect; nearly all actives have a fitted effect of over 60% in size
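Cells seeded first (HEK 293, 250 cells/well), then compound added by pintool. Incubation ran 48 or 72 hr at 37 degree Celsius. CellTiter-Glo was added and luminescence imaged after 10 min at room temperature.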
GPT2 inhibitor: blocks human glutamate pyruvate transaminase 2; hit rate 0.25% among 100,000; Q8TD30; Recombinant GPT2, coupled pyruvate oxidase/HRP Amplex Red fluorescence; Potency, µM (highest dose often 57.7 µM), inactives show at the top dose activity change, negative = inhibition, hits mostly inhibitors; note: potency is the fitted concentration of half-maximal effect; nearly all actives have a fitted effect of over 60% in size; many of its hits are not listed in these tables
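Recombinant GPT2 (10ng/uL) with 250uM a-KG and 2mM L-alanine, 30 min at room temperature, in HEPES pH 7.5 buffer. Pyruvate detected by pyruvate oxidase/HRP/Amplex Red fluorescence after 30 min in the dark; AOA (50uM) as positive control.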
SNCA viab count: counter-screen for SNCA expression inhibitors: cell viability | HEK-293-SNCA-luc viability, GF-AFC fluorescence, 24 h | Potency, µM (doses to about 57.1 µM), for the others: top-dose activity change, negative = cytotoxicity, actives largely listed as cytotoxic | AID 1671193 | hit rate 0.12% among 150,000;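 note: potency is the fitted concentration of half-maximal effect; 0% = DMSO-treated cells and -100% = medium-only wells without cells; nearly all actives have a fitted effect of over 30% in size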
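HEK-293-SNCA-luc cells (1500/well) plated 24 h, then exposed 24 h to a dilution series; GF-AFC added 30 min at 37C, fluorescence 405/540 nm; normalised to medium-only and DMSO wells, Hill fit.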
SNCA expr inhib: SNCA gene expression inhibition; HEK-293 SNCA-luciferase knock-in, luminescence, 24 h; Potency, µM (top dose mostly 57.2 µM), for the others: top-dose activity change, negative = inhibition, usual class: inhibitors; hit rate 0.17% among 140,000; AID 1671194;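 note: potency is the fitted concentration of half-maximal effect; plate controls were DMSO cells for no effect and cell-free wells for full effect; nearly all actives have a fitted effect of over 45% in size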
IP6K1 inh: inhibitors of human IP6K1; IP6K1 kinase, ADP-Glo luminescence, 2 h; hits give low values; activity change, % (series mostly up to about 58 µM); hit rate 0.81% among 140,000; in the data active = activity change below about -25%
Target sequence (Q92551 whole entry, looked up): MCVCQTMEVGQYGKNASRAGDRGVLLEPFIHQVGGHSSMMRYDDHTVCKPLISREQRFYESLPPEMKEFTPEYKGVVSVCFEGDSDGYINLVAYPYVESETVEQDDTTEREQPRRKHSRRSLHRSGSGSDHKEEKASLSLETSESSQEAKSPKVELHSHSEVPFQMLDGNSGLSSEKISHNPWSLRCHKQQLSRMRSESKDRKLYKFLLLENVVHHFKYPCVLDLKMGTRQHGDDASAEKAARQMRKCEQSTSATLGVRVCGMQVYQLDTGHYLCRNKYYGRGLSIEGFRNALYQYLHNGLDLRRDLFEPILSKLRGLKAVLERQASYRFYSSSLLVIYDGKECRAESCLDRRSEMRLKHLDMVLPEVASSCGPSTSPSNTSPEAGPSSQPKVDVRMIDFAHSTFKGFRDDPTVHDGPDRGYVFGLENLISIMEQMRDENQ
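ADP-Glo luminescence measures ADP made by human IP6K1 during a 2 h RT reaction with ATP/IP6 (mix at 1.3 mM/130 uM); top library doses 57.5 and 19.1 uM final.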
* marks the source's active call; other numbers are inactive results; i = inactive; ? = inconclusive; nt = no result given; & = joins results of further samples; [ ] = another dose, or the depositor's remark. Unless noted, calls come from the whole dose curve; as a rule, active = well fitted curve in the direction sought with a large enough effect; inconclusive = small, poorly fitted or top-dose-only effect, or another doubt; inactive = no such curve, though single readings can be large; an effect the other way counts as inactive or inconclusive. Unless noted, % is set by controls: 0 for no effect and ±100 for the full control effect. An excerpt. The share of hits here may be higher or lower than overall.

Order of values – 3T3 cytotox	FLuc inh	HEK cytotox	GPT2 inhibitor	SNCA viab count	SNCA expr inhib	IP6K1 inh
> COc1cccc(N2CCN(C(=O)c3cc4c(=O)n(Cc5cccs5)ccc4nc3C)CC2)c1
  nt	nt	nt	nt	-16%	7%	0
> COc1ccc(C2Cn3cnc(C(=O)N4CCC(C(=O)NCc5ccc(F)cc5)CC4)c3CO2)cc1 (stereo not given)
  0%	-17%	-3%	-10%	4%	2%	0
> COc1ccc(C(=O)NCCNC(=O)c2cccc(-c3cc(F)ccc3OC)c2)cc1
  ?	nt	40µM*	i	-19%	1%	2
> CN(CCC1CCCCO1)C(=O)c1coc(COc2cccc(F)c2)n1 (stereo not given)
  -9%	-4%	i	-2%	8%	5%	0
> Cc1ccc(C(=O)NCc2nnc3cc(-c4nc(C(C)C)no4)ccn23)cc1F
  5%	4%	-2%	3%	-15%	-22%	10
> CCOC(=O)C1(Cc2cccc(OC)c2)CCCNC1 (stereo not given)
  -23%	12%	?	?	3%	18%	7
> CCc1ccc(-n2c(-c3ccccc3)c(C)n3c4c(=O)n(C)c(=O)n(C)c4nc23)cc1
  nt	nt	nt	nt	22%	3%	-3
> Cc1ccc(NC(=O)c2ccc(NC(=O)N3CCSc4ncccc43)cc2)c(Cl)c1
  nt	nt	nt	nt	-4%	?	14
> Cc1cccc(N(C)S(=O)(=O)c2nnc(NC(=O)C3CCCCC3)s2)c1
  nt	nt	nt	nt	9%	-2%	-6
> COc1ccc2c(c1)c1c(c(=O)n(-c3ccccc3)c(=O)n1CC(=O)Nc1ccc(F)cc1)n2C
  nt	nt	nt	nt	4%	-8%	1
> COc1cc(Cl)ccc1OCc1nc2c(n1Cc1ccccc1)C(=O)N(CC1CCOCC1)CCN2
  ?	1%	?	i	-16%	-10%	-6
> C[S+](=O)([O-])c1cccc(-c2ncc3c(n2)OCCN(Cc2ccccc2)C3=O)c1
  ?	0%[172 µM]	-26%[172 µM]	-18%[88.5 µM]	-1%[87.6 µM]	6%[87.6 µM]	4
> CC(C)NC(=O)Cn1c(=O)nc(-c2ccccc2)c2ccccc21
  nt	nt	nt	nt	4%	9%	6
> CC(C)CNC[C@H]1O[C@H](Cc2cc(CN3CCOCC3)on2)CC[C@@H]1O
  -6%[138 µM]	-2%[172 µM]	i	-11%[88.5 µM]	3%[87.6 µM]	-27%[87.6 µM]	5
> CC(=O)NCc1nnc2n1C(C(=O)NCc1ccccc1)CC2 (stereo not given)
  -24%	nt	0%	-25%	-21%[12.5 µM]	6%	3
> O=C1COc2ccc(-c3ccsc3)nc2CN1Cc1ccccc1F
  ?	0%[172 µM]	100µM*	-9%[88.5 µM]	-7%[87.6 µM]	9%[87.6 µM]	-17
> O=C(Nc1cccc(F)c1)N1CCC(O)(c2csc(CN3CCc4ccccc4C3)n2)CC1
  -18%	2%	?	i	-2%	8%	23
> O=C(C[C@@H]1CCNC[C@@H]1Cc1cc(CC2CCCCC2)on1)NCc1ccccc1
  32µM*	11%[172 µM]	?	5%[88.5 µM]	-3%[87.6 µM]	?	3
> COc1cc(OC)c(NC(=O)c2cnn(-c3cccc(Cl)c3C)c2C2CCN(C(=O)OC(C)(C)C)CC2)cc1Cl
  nt	nt	nt	nt	8%	12%	-14
> CO[C@@H]1[C@@H](O[C@H]2O[C@@H](C)[C@H](O[C@@H]3C[C@](C)(O)[C@H](O)[C@@H](C)O3)[C@@H](N(C)C)[C@@H]2O)[C@@H](CC=O)C[C@@H](C)[C@@H](O[C@H]2CC[C@H](N(C)C)[C@H](C)O2)/C=C/C=C/C[C@@H](C)OC(=O)C[C@H]1O
  nt	nt	nt	-10%	-10%	nt	8

Gathered by group: the entries above with a thiophene ring, fused or not (two)
Order of values – 3T3 cytotox	FLuc inh	HEK cytotox	GPT2 inhibitor	SNCA viab count	SNCA expr inhib	IP6K1 inh
> COc1cccc(N2CCN(C(=O)c3cc4c(=O)n(Cc5cccs5)ccc4nc3C)CC2)c1
  nt	nt	nt	nt	-16%	7%	0
> O=C1COc2ccc(-c3ccsc3)nc2CN1Cc1ccccc1F
  ?	0%[172 µM]	100µM*	-9%[88.5 µM]	-7%[87.6 µM]	9%[87.6 µM]	-17

Remaining list, next part:
Order of values – 3T3 cytotox	FLuc inh	HEK cytotox	GPT2 inhibitor	SNCA viab count	SNCA expr inhib	IP6K1 inh
> O=C(CCc1ccccc1)N1CCC(c2noc(-c3cccnc3)n2)C1 (stereo not given)
  -4%	1%	-4%	i	3%	3%	-1
> O=C([C@@H]1CCCN1c1nccc(Nc2ccccc2Cl)n1)N1CCOCC1
  ?	nt	?	?	?	10%	0
> CSc1cccc(NC(=O)CN2CCN(Cc3ccccc3C)S2(=O)=O)c1
  nt	nt	nt	nt	5%	-23%	14
> O=C(c1ccccc1Cl)N1CC(c2nc(CCc3ccccc3)no2)C1
  -24%	-2%	?	i	0%	-17%	-4
> C=C1C(=O)O[C@@H]2[C@H]1CC(=O)[C@H](C)[C@@](O)(C(=O)/C=C/C)[C@H]2OC(=O)C(C)CC (stereo not given in full)
  nt	nt	nt	4%[27.3 µM]	9.3µM*	nt	-2
> O=C(CCC1CCCN(S(=O)(=O)c2ccccc2)C1)NC1CC1 (stereo not given)
  -7%	-1%	-18%	i	-3%	-9%	-3
> O=C(Cc1c[nH]c2ccccc12)NCC(=O)N1CCCCCNC(=O)CC1c1ccccc1 (stereo not given)
  i	5%	5%	i	-1%	25%	-10
> c1cc2nc(C3CCCCN3)[nH]c2cn1 (stereo not given)
  -15%[174 µM]	-22%[230 µM]	-4%&3%[230 µM]	i	15%&3%[87.6 µM]	-19%&6%[87.6 µM]	15&6
> O=C(Nc1cc(-c2nc3cc(Cl)ccc3o2)ccc1Cl)c1ccco1
  nt	nt	nt	nt	-4%	109%[activator]	-8
> CC1(C)CNC(=O)c2nc(CCSCc3ccco3)[nH]c2C1
  0%	5%	0%	0%	-5%	-16%	-5
> Cc1cn2nc(C(=O)NCc3ccc(C(C)C)cc3)cc2c(=O)[nH]1
  -30%	14µM*	?	1%	7%	145%[activator]	-7
> C[C@]1(CO)[C@H]2Cc3sc(NC(=O)C4CCCCC4)nc3[C@@H](CC(=O)N3CCOCC3)[C@]2(C)CC[C@H]1O
  1%	0%	i	-2%	-3%	-3%	-3
> O=C1CO[C@H]2CCN(Cc3ccc4c(c3)CCO4)CC[C@@H]2N1Cc1ccccc1
  100µM*	-8%[172 µM]	?	i	-13%[87.6 µM]	1%[87.6 µM]	5
> Cn1cc(C(=O)NCCc2ccccc2)c(=O)c2cc(S(=O)(=O)N3CCCCCC3)ccc21
  nt	nt	nt	nt	-6%	?	-9
> O=C(c1ccsc1)N1CCCN(c2cc(-c3ccc(Cl)cc3)[nH]n2)CC1
  ?	-10%	?	?	6%	3%	-7
> CC(=O)Nc1ccc(CNC2(Cc3cc(-c4ccccn4)on3)COC2)cc1
  1%[174 µM]	-1%[172 µM]	0%[172 µM]	1%[88.5 µM]	-8%[87.6 µM]	-1%[87.6 µM]	16
> Cc1noc(-c2cccn3c(CNC(=O)c4ccccc4C)nnc23)n1
  i	-3%	-1%	i	7%	2%	4
> CCOC(=O)c1ccccc1NC(=O)Cn1cccc1-c1nc(-c2ccc(F)cc2)no1
  1%	2%	0%	4%	1%	-14%	2
> Cc1ccc(NC(=O)Cn2cc(S(=O)(=O)NC(C)C)c(S(=O)(=O)NC(C)C)c2)cc1Cl
  nt	nt	nt	nt	-10%	?	-7
> C#CCNC(=O)[C@@H]1Cc2cn(Cc3c(C)noc3C)c3cccc(c23)[C@H](CC(C)C)N1
  50µM*	2%[172 µM]	40µM*	?	-24%[87.6 µM]	-3%[87.6 µM]	22

Brought forward from above: four compounds, followed by the next part.
Order of values – 3T3 cytotox	FLuc inh	HEK cytotox	GPT2 inhibitor	SNCA viab count	SNCA expr inhib	IP6K1 inh
> Cc1noc(-c2cccn3c(CNC(=O)c4ccccc4C)nnc23)n1
  i	-3%	-1%	i	7%	2%	4
> CCOC(=O)c1ccccc1NC(=O)Cn1cccc1-c1nc(-c2ccc(F)cc2)no1
  1%	2%	0%	4%	1%	-14%	2
> Cc1ccc(NC(=O)Cn2cc(S(=O)(=O)NC(C)C)c(S(=O)(=O)NC(C)C)c2)cc1Cl
  nt	nt	nt	nt	-10%	?	-7
> C#CCNC(=O)[C@@H]1Cc2cn(Cc3c(C)noc3C)c3cccc(c23)[C@H](CC(C)C)N1
  50µM*	2%[172 µM]	40µM*	?	-24%[87.6 µM]	-3%[87.6 µM]	22
> CCN1C(=O)c2ccccc2Sc2ccc(NC(=O)Nc3ccccc3OC)cc21
  nt	nt	nt	nt	-19%	?	7
> COc1cccc(CN2CCn3c(nnc3[C@@H]3C[C@@H](O)CN3C)C2)c1OC
  0%	-8%	i	i	3%[12.5 µM]	-15%	-1
> COC(=O)c1ccc(OCC2c3cc(OC)c(OC)cc3CCN2C(=O)Cc2ccc(OC)c(OC)c2)cc1 (stereo not given)
  nt	nt	nt	nt	7%	26%	-3
> COc1ccc(Cn2c(CCC(=O)Nc3ccc(OC)c(Cl)c3)nc3cccnc32)cc1
  nt	nt	nt	nt	-13%	6%	4
> Cc1ccc(C2NC(=O)N(CC(=O)Nc3ccc(Br)cc3F)C3=C2C(=O)OC3)cc1 (stereo not given)
  ?	-5%	35µM*	-19%	?	?	14
> Cc1ccc(C)c(CN2C[C@@H]3C(=O)N(C)C(=O)[C@@H]3C2)c1
  2%	0%	1%	0%	-3%	-21%	4
> Cc1cccc(CCNC(=O)c2ccc3c(c2)nc2n3CCOC2)c1
  nt	nt	nt	nt	-7%	?	7
> COc1ccc(N2CCN(C(=O)c3cc4c(s3)CN(C3CCCC3)C4)CC2)cc1
  -16%	-12%	-12%	-25%	9%	2%	15
> CCc1cccc(NC(=O)Cn2nc(-c3cc(C)ccc3C)ccc2=O)c1
  nt	nt	nt	nt	5%	13%	6
> Cc1ccc(-c2nc(-c3nnn4c3COC(c3ccc(Cl)cc3)C4)no2)s1 (stereo not given)
  i	-11%	8%	?	5%	-19%	4
> CCNc1cc(N2CCC(CCC(=O)Nc3cccc(OC)c3)CC2)ncn1
  -15%	?	?	3%	0%	7.9µM*	10
> CCCc1noc(-c2cn(C3CCN(C(=O)c4ccc(OC)cc4)CC3)nn2)n1
  -25%	-1%	?	4%	5%	-11%	0
> O=C1Nc2ccccc2CC12CCN(C1COC1)C2 (stereo not given)
  -9%[138 µM]	nt	-2%[172 µM]	?	0%[87.6 µM]	-13%[87.6 µM]	9
> O=C(NCc1ccc(F)cc1)C(=O)NCC(c1cccs1)S(=O)(=O)c1cccs1 (stereo not given)
  nt	nt	nt	nt	9%	-25%	-19
> Cc1ccc(CCNC(=O)c2sc3ncccc3c2-n2cccc2)cc1
  nt	nt	nt	nt	5%	39%[activator]	23
